Wnt act: activators of Wnt/beta-catenin signaling | Wnt/beta-catenin reporter cell assay, activator, plate reader | activation, % at 9.35 µM | actives 1.2% (n = 300,000) | AID 743398; in the data active = activation above about 30%, passing the limit was not always enough; inconclusive = no clear call, values can overlap the other calls;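 note: 0% = neutral control wells and 100% = positive control wells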
V-ATPase pHluor: regulators of yeast V-ATPase proton transport; response, % at 10 µM; actives 0.37% (n = 350,000); S. cerevisiae, pHLuorin cytosolic pH fluorescence; in the data active = response mostly above about 7.3%, no sharp cut-off; inactive = mostly below about 5.4%; note: actives read high; inactives centre near 0; some compounds called inactive have numbers as strong as hits; reference of the scale not given here
dFosB activator: activators of mouse delta FosB homodimer; purified delta FosB, TAMRA-CDK5 oligo fluorescence polarization; percent of positive-control signal above neutral wells; actives 0.99% (n = 340,000); AID 493131; activation, % at 25 µM;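 active = mean activation above about 17%, with every replicate also reaching it, limit read from the data, passing the limit was not always enough; inconclusive = only one of the two conditions met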;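 note: fluorescence polarization rise as delta FosB binds a TAMRA Cdk5 AP-1 oligo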
Target sequence (P13346 whole entry, looked up): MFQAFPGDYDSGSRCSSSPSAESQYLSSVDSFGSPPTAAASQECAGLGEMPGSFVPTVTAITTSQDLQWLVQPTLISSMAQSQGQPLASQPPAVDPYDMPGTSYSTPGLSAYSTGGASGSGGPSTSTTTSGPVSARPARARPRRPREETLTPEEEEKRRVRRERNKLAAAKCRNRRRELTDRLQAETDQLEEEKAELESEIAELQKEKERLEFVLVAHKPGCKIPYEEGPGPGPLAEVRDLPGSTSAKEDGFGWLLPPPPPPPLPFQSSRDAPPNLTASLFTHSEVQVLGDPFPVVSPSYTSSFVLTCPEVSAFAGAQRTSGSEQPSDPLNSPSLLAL
RTF Ca sens act: cardiac RTF calcium sensitization | P19429+P45379 | IANBD-labeled TnC RTF fluorescence at EC20 calcium; 0% EC20 calcium, 100% full calcium | activation, % at 7.2 µM | actives 0.24% (n = 340,000);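 active = activation above the mean over all tested compounds plus 3 SD, cut at about 30% in these data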;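 note: rise in fluorescence read as greater calcium sensitivity of cardiac thin filaments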
CAL PDZ FP-1: human CAL PDZ-peptide interaction inhibition. Q9HD26. purified CAL PDZ, TMR-peptide fluorescence polarization, 1 h. inhibition, % at 20 µM. actives 0.02% (n = 330,000). AID 504414;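 active = highest replicate inhibition of at least 40%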;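 note: plate controls were DMSO neutral control wells for no effect and unlabeled competitor peptide control wells for full effect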
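Material: tagged CAL PDZ domain; buffer or medium: 25 mM sodium phosphate pH 7.4, 150 mM NaCl, TCEP, IgG, Thesit; compound dosing: single point, 20 µM; schedule: 1 h incubation at room temperature before polarization reading; measured by: FP readout, S and P plane fluorescence; read-out basis: percent inhibition from loss of millipolarization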
MITF act: MITF TRPM1 promoter activation in melanoma cells; SK-MEL-5 TRPM1-promoter luciferase, 24 h; % of positive control, neutral wells = 0; activation, % at 12.5 µM; actives 0.75% (n = 300,000); AID 588334;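 active = mean activation of at least 80% with every replicate also reaching 80%; inconclusive = mean reaches 80% but some replicate falls short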;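 note: 0% = neutral control wells and 100% = parthenolide positive control wells; values of inactives mirror those of a sister screen read the other way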
CDK5 p35 inh: blocks human CDK5/p35 kinase activity | Q00535+Q15078 | Recombinant CDK5/p35, ADP-Glo luminescence, 60 min | inhibition, % at 10 µM | actives 0.01% (n = 330,000) | AID 488839;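 active = highest replicate inhibition of at least 50% and at least 75% of replicates reaching 50%; inconclusive = only one of the two criteria met; inactive = both criteria failed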;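 note: plate controls were DMSO neutral control for no effect and GW8510 at 10 µM for full effect; many of its hits are not listed in these tables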
Tat export inh: blocks Tat-dependent protein export in E. coli; AID 488895; E. coli MC4100 TorA-mCherry Tat export, fluorescence; actives 0.036% (n = 340,000); inhibition, % at 10 µM;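 active = mean replicate inhibition at least 50% and at least half of replicates individually reaching 50%; inconclusive = only one of the two criteria met; inactive = neither criterion met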;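 note: exported cargo escapes ClpAP degradation while cytoplasmic cargo is degraded and loses fluorescence; 0% = median of neutral control wells and 100% = median of NaSCN control wells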
CAL PDZ FP-2: inhibitors of human CAL PDZ peptide binding. Q9HD26. purified CAL PDZ, TMR-peptide fluorescence polarization, 1 h. inhibition, % at 24.9 µM. actives 0.92% (n = 300,000). AID 602252;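 active = mean inhibition of at least 30% with at least half of replicates also reaching 30%; inconclusive = no clear call, values can overlap the other calls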;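 note: 0% = DMSO neutral control and 100% = excess unlabeled competitor peptide PRC23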
Rtt109 Vps75: inhibitors of Candida albicans Rtt109/Vps75 histone acetyltransferase | Q5AAJ8 | purified Rtt109/Vps75, ThioGlo CoA-SH fluorescence, 4 h | inhibition, % at 34.9 µM | actives 0.16% (n = 330,000) | AID 540336;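 active = inhibition of at least 50% in every replicate; inconclusive = best replicate reaches 50% inhibition but some replicates fall short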
Target sequence (Q5AAJ8 whole entry, looked up): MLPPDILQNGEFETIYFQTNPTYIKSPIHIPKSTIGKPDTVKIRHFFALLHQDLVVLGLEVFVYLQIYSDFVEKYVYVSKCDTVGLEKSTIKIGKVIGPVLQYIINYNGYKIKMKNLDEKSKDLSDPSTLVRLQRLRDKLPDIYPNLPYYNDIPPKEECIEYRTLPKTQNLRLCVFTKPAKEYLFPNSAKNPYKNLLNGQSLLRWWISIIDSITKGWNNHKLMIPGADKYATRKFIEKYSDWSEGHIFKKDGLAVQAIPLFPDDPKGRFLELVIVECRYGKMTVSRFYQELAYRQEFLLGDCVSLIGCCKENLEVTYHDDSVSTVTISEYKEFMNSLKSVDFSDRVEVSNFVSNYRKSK
* marks the source's active call; other numbers are inactive results; ? = inconclusive; . = no result given.

SMILES	Wnt act	V-ATPase pHluor	dFosB activator	RTF Ca sens act	CAL PDZ FP-1	MITF act	CDK5 p35 inh	Tat export inh	CAL PDZ FP-2	Rtt109 Vps75
Cc1cc(C(=O)c2ccccc2)c(NC(=O)CN2CCOCC2)s1	-1	3	0	-2	-1.6	-12	-4.8	-11	-1	-1
O=c1[nH]cc(N(CCO)CCO)c(=O)[nH]1	-1	0	-7	1	-0.8	-2	-1.1	5	3	-3
O=C(Nc1ccc(N2CCOCC2)cc1)c1ccc(S(=O)(=O)N2CCCCC2)cc1	.	1	-1	-8	-2.5	1	1.1	-14	0	-7
COc1cc(C(=O)NCc2ccc(F)cc2)cc(Cl)c1OC	-7	0	-2	2	-1.2	4	1.4	-3	0	0
CC(C)C(c1nnnn1Cc1ccc(F)cc1)N1CCN(c2ccc(O)cc2)CC1 (stereo unspecified)	-3	-1	-13	.	-0.2	4	0.2	-3	-5	4
CCCn1c(SCC(=O)c2cc(C)ccc2C)n[nH]c1=O	.	-3	-8	2	-0.6	0	-0.1	-1	1	8
CCOC(=O)C1CCCN(C(=O)C2c3ccccc3Oc3ccccc32)C1 (stereo unspecified)	-1	3	-32	93*	0.9	.	0.1	-1	2	10
CCOc1ccccc1NC(=O)CN1CCN(Cc2ccccc2)CC1	1	-2	-7	1	0.2	3	1.9	-4	-5	-2
COc1cc(/C=N/NC(=O)c2ccoc2C)ccc1O	5	0	3	0	-1.1	28	-1.0	-5	-29	14
COc1ccccc1OCC(=O)NC1CC(C)(C)NC(C)(C)C1	2	0	-2	-2	-1.6	.	0.1	-4	-2	3
CN1CCN(c2ccc(S(=O)(=O)N3CCOCC3)cc2NC(=O)Cc2ccccc2F)CC1	0	-5	-4	0	0.5	8	1.5	-10	-2	-2
CCOC(=O)C1(Cc2cccc(OC)c2)CCN(Cc2ccccc2OC)CC1	-1	-1	-1	5	-0.9	5	1.4	-4	-2	9
O=C(O)COc1ccc(/C=N/NC(=O)C2CCCN2S(=O)(=O)c2ccc(Cl)cc2)cc1 (stereo unspecified)	.	-1	-2	-4	-0.1	6	-3.9	15	-4	-6
CCOC(=O)NC(=O)CSc1nc2ccc([N+](=O)[O-])cc2[nH]1	-2	1	9	1	-0.5	-4	-1.0	-4	.	-1
COc1ccc(C(=O)COc2ccc3ccc(=O)oc3c2)c(OC)c1	0	-4	-15	-3	-2.0	-3	0.8	-2	-3	-14
CCn1c(COC(=O)CNC(=O)c2ccccc2)nc2cc(S(=O)(=O)N(C)C)ccc21	1	-3	-10	-1	-2.1	5	-2.8	-2	-3	-9
O=C1c2ccccc2C(=O)N1CCc1nc(-c2ccc(Cl)cc2)no1	-2	1	-6	-3	-0.8	11	0.3	9	6	2
CC1=CC(c2ccc(Cl)cc2)n2ncnc2N1 (stereo unspecified)	1	-7	5	-7	-0.8	21	1.2	2	-2	-6
COc1ccc(C(=O)N[C@H]2CCCCNC2=O)cc1OC1CCN(C(C)C)CC1	-1	-3	0	-1	-1.7	12	1.0	-3	-7	-31
Cc1cc[n+](-c2[nH]c(=O)sc2/C=N/NC(=O)c2ccccc2[O-])cc1C	1	3	-1	4	-0.8	-11	0.8	-13	-3	-2
CCN(CC)S(=O)(=O)c1ccc(NC(=O)c2c(-c3ccccc3)noc2C)cc1	0	6	-10	3	0.0	9	-0.8	7	.	17
Cc1ccc(C)c(C(=O)CCC(=O)N2CCN(c3ncccn3)CC2)c1	4	1	-1	-1	-0.2	24	0.0	9	.	-3
COc1ccc(CNC(=O)N2CCN(C(=O)c3ccccc3)CC2)cc1	0	0	-8	-2	-3.4	4	-0.9	8	-1	8
O=[N+]([O-])c1nn(-c2ccccc2)n(O)c1=NCCc1ccccc1	.	-1	6	-7	-0.2	18	0.1	-1	-3	9
CCO[C@H]1OC(C(=O)NCc2ccccc2)=C[C@@H](c2cn(C(C)=O)c3ccccc23)[C@@H]1CCCO	-5	-6	-12	-3	-1.3	-7	-1.3	14	-3	15
Nc1nc(SCC(=O)NC2CCCc3ccccc32)n[nH]1 (stereo unspecified)	0	0	-4	3	-0.2	8	0.4	-3	3	-29
CN1CCN(c2nc3c(c(=O)[nH]c(=O)n3C)n2CCCSc2nnnn2-c2ccccc2)CC1	15	0	-10	4	-3.9	9	-1.8	-4	-3	7
COc1cc(Cl)cc2c1Sc1ccccc1/C2=C/CCN(C)C	-3	2	?	8	-3.9	17	1.2	-3	1	9
CCCCS(=O)(=O)N1CCC(C(=O)Oc2ccc(Cl)cc2)CC1	1	-1	-4	2	-0.8	.	0.2	-12	-5	0
COC(=O)Cn1cccc1C(=O)c1ccccc1	.	4	-3	-1	-0.3	2	-1.9	3	.	-20
C/C(=N\Nc1ccc2nncn2n1)c1ccco1	4	4	-9	6	-0.1	-5	1.2	-3	-2	4
Cc1cc(C(=O)COC(=O)C2=NNC(=O)CC2)c(C)n1-c1cccc(C(F)(F)F)c1	.	-9	-18	0	-1.1	-8	0.3	2	-1	-12
COc1ccc(OC)c(S(=O)(=O)NCc2nc3nc(C)cc(C)n3n2)c1	-1	0	10	1	0.1	0	1.4	-2	.	-16
Cc1cc(Br)ccc1NCc1ccccn1	10	-1	1	3	-1.4	29	1.3	-1	1	20
COc1ccc2nc(/C=N/NC(=O)CCCCCNC(=O)OC(C)(C)C)ccc2c1	4	2	-12	1	-1.4	12	-0.2	-6	-1	-3
Cc1cc2nc3c(nc2cc1C)C(O)=C3O	1	-3	-4	6	0.3	.	-4.2	-6	.	-7
O=C(Nc1ccccc1Cl)C(Cl)C(=O)c1ccccc1 (stereo unspecified)	0	0	-8	4	-2.0	18	2.7	4	-2	1
Cc1ccc2c(CN3CCCCC3C)cc(=O)oc2c1C (stereo unspecified)	1	-2	4	2	-0.2	10	-1.3	6	-5	-5
CC(=O)N/N=C(\C)CCc1ccccc1	-1	-4	9	-1	0.3	5	0.6	8	2	-3
Cc1cccc(C)c1N1C(=O)CCC(C)(C)C1=O	-3	1	4	-1	-0.3	3	1.0	-1	-2	1
COc1cccc(C2CC(c3ccccc3Cl)n3nc(N)nc3N2)c1 (stereo unspecified)	.	2	-12	2	-0.9	.	0.6	2	-3	0
O=S(=O)(c1ccc(C2CCCCC2)cc1)N1CCOCC1	-2	-3	0	1	-0.4	-10	0.6	-9	-1	18
CCC(c1c(C)[nH]oc1=O)c1c(C)[nH]oc1=O	-3	2	3	5	-0.3	7	0.1	-6	-2	-4
CCC1CCCCN1CCCNC(=O)c1ccc(CS(=O)(=O)c2ccccc2OC)o1 (stereo unspecified)	-5	0	-6	6	-2.8	14	-1.7	-8	3	-5
Cc1nc2sc3c(c2c(=O)o1)CCC3	.	0	-1	4	-0.1	.	0.8	-11	.	-3
COc1ccc2oc(=O)c(-c3nc4ccccc4o3)cc2c1	103*	0	-9	-8	-1.4	43	0.3	-1	-3	1
Cc1cccc2c1CCCC2=O	16	12*	-2	2	-0.5	2	0.2	10	-2	-10
CSc1nc2ccc(NS(=O)(=O)c3c(Cl)cccc3Cl)cc2s1	-1	1	0	-4	-2.2	0	-3.2	-5	-3	9
O=C(Nc1cccn2ncnc12)C(F)(F)F	-1	-1	5	-4	.	-5	2.8	11	-2	-2
COc1ccc(C(CC(=O)O)NC(=O)Cc2ccccc2)cc1OC (stereo unspecified)	.	4	-4	3	-0.5	21	2.0	-5	-3	5
CCc1cc2c(NC(Cc3ccccc3)C(=O)O)ncnc2s1 (stereo unspecified)	1	2	4	1	1.1	-2	1.6	-18	.	1
COC(=O)c1cc2ccsc2n1CC(=O)NCC1CCCO1 (stereo unspecified)	4	5	-5	-1	-3.3	11	0.7	5	-5	-4
CCCN1Cc2cccc(C(=O)NC3CCCC3)c2C1=O	.	2	-1	2	-1.3	.	-0.2	1	.	-4
CCN(C[C@H]1N[C@@](C)(C(=O)OC)[C@H]2C(=O)N(C)C(=O)[C@@H]12)C(=O)c1ccccc1	-1	-1	-9	-4	-0.7	-4	1.6	-3	0	-4
CCCCCCCC1CC(CSc2ncn[nH]2)OC1=O (stereo unspecified)	0	5	-14	0	-2.2	14	-0.6	1	0	-3
O=C(NCC1CCCO1)c1ccc2c(=O)n(Cc3ccc(Cl)cc3)c(=S)[nH]c2c1 (stereo unspecified)	-1	2	-11	1	-0.5	-1	-1.8	14	0	5
COc1ccc(C(=O)NNC(=O)CN2CCC(n3nnc4cc(C)ccc43)CC2)cc1	-2	-3	-16	0	-0.9	3	-1.9	-7	-1	7
COc1ccc(N(C(=O)c2snc(C(N)=O)c2N)C(C(=O)NCc2ccc(F)cc2)c2ccc(C)o2)c(OC)c1 (stereo unspecified)	-2	-4	0	-2	-2.9	6	1.4	1	-6	-6
Cc1cn(CC(=O)NCCNc2ccc([N+](=O)[O-])cn2)c(=O)[nH]c1=O	-3	2	3	-5	-0.5	5	0.5	-3	-3	4
COc1cccc(-c2csc3ncnc(Sc4nnnn4C)c23)c1	-13	-4	-10	11	-2.4	-72	-0.1	1	2	-4

Ordered by number of heavy atoms (high to low): some entries from above.
SMILES	Wnt act	V-ATPase pHluor	dFosB activator	RTF Ca sens act	CAL PDZ FP-1	MITF act	CDK5 p35 inh	Tat export inh	CAL PDZ FP-2	Rtt109 Vps75
COc1ccc(C(CC(=O)O)NC(=O)Cc2ccccc2)cc1OC (stereo unspecified)	.	4	-4	3	-0.5	21	2.0	-5	-3	5
CCC(c1c(C)[nH]oc1=O)c1c(C)[nH]oc1=O	-3	2	3	5	-0.3	7	0.1	-6	-2	-4
O=C(Nc1cccn2ncnc12)C(F)(F)F	-1	-1	5	-4	.	-5	2.8	11	-2	-2

New compounds follow.
SMILES	Wnt act	V-ATPase pHluor	dFosB activator	RTF Ca sens act	CAL PDZ FP-1	MITF act	CDK5 p35 inh	Tat export inh	CAL PDZ FP-2	Rtt109 Vps75
Cc1ccc(C(=O)NC2CCCCCCC2)c(Cl)c1	7	-2	3	-1	.	-10	0.2	-3	-7	5
C=CCSc1nnc(NC(=O)c2ccc(Cl)nc2)s1	17	-7	-2	-2	.	56	-1.4	-11	3	2
CC(=O)Nc1ccc(/C=N/N2CCCCC2)cc1	9	1	6	-1	-0.3	74	1.0	?	3	-6
C/C(=N\N)c1c(-c2ccccc2)c2cc(C)ccc2[nH]c1=O	-7	3	1	1	-2.0	5	0.7	0	0	-10
CCOC(=O)C1CCCN(c2nnnn2-c2ccccc2)C1 (stereo unspecified)	.	-4	-7	1	.	-6	-0.2	4	1	12
O=C(N/N=C/c1ccco1)c1cc(-c2ccc3ccccc3c2)n[nH]1	.	-2	-4	-5	-8.9	8	-1.2	2	-8	5
Cc1ccc(C2=CSC3=NS(=O)(=O)CCN23)cc1C	.	-3	-12	14	-5.1	.	0.4	-2	-3	-2
O=C(CNC(=O)C1CCCCC1)NC1CCCCC1	1	-2	-3	-2	1.0	.	-0.5	-9	-2	0
Cc1cccn2cc(CCNS(=O)(=O)c3ccc4c(c3)OCCO4)nc12	0	2	6	-4	1.1	4	0.1	-12	1	-3
Cc1ccc(C(CC(=O)c2ccc(Cl)cc2)C(=O)O)cc1 (stereo unspecified)	1	0	1	-8	-2.6	-9	-0.2	-3	-2	.

Screens deposited in PubChem by several laboratories.
